Source: PubChem BioAssay (National Center for Advancing Translational Sciences (NCATS))
HTT aggregate: inhibitors of mutant huntingtin aggregate formation in PC12 cells. PC12 HttQ103-GFP aggregates, Acumen cytometry, 40 h. 220,000 tested, 1.1% active. AID 1688. Potency, µM (series often up to 46.1 µM), without a hit: at the highest dose activity change, negative = inhibition, most hits filed as inhibitors; further: potency means the concentration at half of the fitted maximal effect; on the % scale 0 is the no-effect control and ±100 the full control effect; nearly all actives have a fitted effect of over 60% in size
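Using laser scanning cytometry, GFP-positive aggregates were counted after lysis of PC12 cells induced with 100 nM tebufenozide to express HTT exon 1 Q103–GFP. Compounds were tested in titration.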
Epigenetic reg: derepresses silenced GFP reporter in murine cells | Potency, µM (titrated, usually from 53.9 µM), without a hit: at the highest dose GFP activation, hits mostly activators | murine LDR cells, GFP reporter derepression, 30 h | 280,000 tested, 0.2% active; further: potency means the concentration at half of the fitted maximal effect; % of control where 0% means no effect; nearly all actives have a fitted effect of over 60% in size
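Derepression of a silenced CMV-GFP reporter in murine LDR cells is scored by enumerating GFP-positive cells with a laser-scanning microplate cytometer after 30 hours of treatment at 37 C.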
L3MBTL1 block: inhibitors of human L3MBTL1; AlphaScreen L3MBTL1–H3K9me1 peptide binding; Potency, µM (titrated, usually from 57.1 µM), for inactives: at the highest dose activity, negative = inhibition, usual class: inhibitors; 230,000 tested, 0.66% active; further: potency means the concentration at half of the fitted maximal effect; on the % scale 0 is the no-effect control and ±100 the full control effect; nearly all actives have a fitted effect of over 60% in size
Target sequence (Q9Y468 whole entry, looked up): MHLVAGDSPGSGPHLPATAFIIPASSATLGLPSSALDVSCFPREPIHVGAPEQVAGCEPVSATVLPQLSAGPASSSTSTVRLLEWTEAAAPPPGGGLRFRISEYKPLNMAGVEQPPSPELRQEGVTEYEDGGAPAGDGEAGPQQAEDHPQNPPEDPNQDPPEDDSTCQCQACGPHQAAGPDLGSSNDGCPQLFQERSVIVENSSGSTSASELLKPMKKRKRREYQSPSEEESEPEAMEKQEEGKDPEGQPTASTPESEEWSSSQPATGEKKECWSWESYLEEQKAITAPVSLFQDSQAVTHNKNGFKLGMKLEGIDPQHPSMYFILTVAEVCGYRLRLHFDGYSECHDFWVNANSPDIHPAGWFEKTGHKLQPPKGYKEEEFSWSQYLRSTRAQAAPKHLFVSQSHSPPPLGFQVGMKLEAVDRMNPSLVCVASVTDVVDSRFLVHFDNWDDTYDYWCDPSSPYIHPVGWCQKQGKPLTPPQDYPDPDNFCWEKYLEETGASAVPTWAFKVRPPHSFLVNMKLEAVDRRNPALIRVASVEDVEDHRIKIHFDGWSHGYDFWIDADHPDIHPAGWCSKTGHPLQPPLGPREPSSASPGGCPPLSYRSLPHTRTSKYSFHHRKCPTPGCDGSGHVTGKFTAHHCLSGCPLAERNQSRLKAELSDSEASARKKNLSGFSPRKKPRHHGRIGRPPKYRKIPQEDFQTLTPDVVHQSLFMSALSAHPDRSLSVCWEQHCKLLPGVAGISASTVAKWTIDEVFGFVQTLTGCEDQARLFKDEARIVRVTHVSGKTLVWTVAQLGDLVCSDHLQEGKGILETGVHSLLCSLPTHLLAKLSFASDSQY
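First, the protein-peptide complex forms for 30 min at room temperature (L3MBTL1 50 nM, biotinylated H3K9me1 peptide 75 nM). Next, compounds are pin-transferred and incubated 30 min. Finally, AlphaScreen beads are added and read after 30 min.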
CBFb RUNX1 block: CBF-beta/RUNX1 interaction disruption. Q01196+Q13951. AlphaScreen CBFb-His/RUNX1-biotin binding, biochemical. Potency, µM (highest dose often 59.8 µM), inactives show top-dose activity, negative = inhibition, actives largely listed as inhibitors. 230,000 tested, under 10 active. AID 1477; further: % of control where 0% means no effect
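Room-temperature protein-protein interaction test with 30 nM each of His-tagged CBF-beta and biotinylated RUNX1, 15 min with compound, then 90 min with nickel plus streptavidin beads. Signal read in AlphaScreen mode.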
KinaseGlo FLuc: Kinase-Glo luciferase inhibition (counter-screen) | Q27757 | Kinase-Glo luciferase, ATP luminescence, 8 min | Potency, µM (highest dose often 38.3 µM), without a hit: at the top dose activity change, negative = inhibition, hits mostly inhibitors | 200,000 tested, 0.28% active; further: potency means the concentration at half of the fitted maximal effect; on the % scale 0 is the no-effect control and ±100 the full control effect; nearly all actives have a fitted effect of over 60% in size
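Compounds were added to a substrate mix at pH 7.2 (50 mM imidazole, 10 uM ATP, within the enzyme's linear range), followed by Kinase-Glo detection reagent; luminescence was measured after 8 minutes at ambient temperature.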
IMPase Li inh: membrane-permeable IMPase blocker, potentiated with lithium; CHO-M1 cells, IP1 TR-FRET (IP-One), carbachol + lithium; Potency, µM (doses to about 59.4 µM), inactives show at the top dose activity, negative = IMPase inhibition, hits mostly inhibitors; 210,000 tested, 0.35% active; AID 1457;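 further: IP1 builds up when IMPase is blocked and the TR-FRET signal falls; potency means the concentration at half of the fitted maximal effect; plate controls were basal vehicle for no effect and high inhibitor control for full effect; nearly all actives have a fitted effect of over 50% in size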
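Steps: plate 2000 CHO-M1 cells per well and culture 16–30 h; add compound and lithium; incubate 30 min, 37C; add d2-IP1 tracer and Eu cryptate anti-IP1 antibody in lysis buffer; read after 10 min at room temperature.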
NPSR antagonist: antagonists of human neuropeptide S receptor cAMP signaling; Q6W5P4; CHO-NPSR cells, cAMP TR-FRET, antagonist mode; Potency, µM (series often up to 38.3 µM), without a hit: top-dose activity change, negative = inhibition, actives largely listed as inhibitors; 220,000 tested, 1% active; further: potency means the concentration at half of the fitted maximal effect; on the % scale 0 is the no-effect control and ±100 the full control effect; nearly all actives have a fitted effect of over 50% in size; many of its hits are not listed in these tables
* hit, by the source's call; ? = inconclusive; · = not tested or not shown; [ ] = dose if it differs, or a comment. The call rests on the fitted dose curve; in most records, active means well fitted curve in the direction sought with a large enough effect; inconclusive means small, poorly fitted or top-dose-only effect, or another doubt; inactive means no such curve, though single readings can be large; an effect the other way counts as inactive or inconclusive. An excerpt, so the mix of outcomes need not match the whole.

SMILES	HTT aggregate	Epigenetic reg	L3MBTL1 block	CBFb RUNX1 block	KinaseGlo FLuc	IMPase Li inh	NPSR antagonist
CCC1CCCCN1C(=O)CSc1nc(N)cc(N)n1 (stereo unspecified)	-10.3%[9.22 µM]	-4.7%	6.8%	7.4%	0.6%	0.5%	11.6%
O=C(CSc1n[nH]c(=O)n1-c1ccc2c(c1)OCCO2)Nc1ccccc1	0.0%[9.22 µM]	-0.3%	-0.9%	8.2%	·	·	-3.6%
CC(=O)c1ccc(OCC(=O)c2cc(C)n(-c3ccc4c(c3)OCO4)c2C)cc1	?	0.0%	-9.9%	-18.9%	-2.1%	13.9%	1.1%
O=C(c1cc([N+](=O)[O-])ccc1N1CCCC1)N1CCCC1	-1.4%[9.22 µM]	-0.8%[10.1 µM]	-1.3%	5.5%	1.0%	3.1%	3.6%
CN(C)/C=C\C(=C/C(=O)C(F)(F)F)Nc1ccccc1Oc1ccccc1	8.7%	-2.6%	-5.7%	-5.8%	1.6%	-7.8%	-53.3%
Cc1cnc(C(=O)Nc2ccc(C(=O)N3CCCCC3)cc2)cn1	7.3%	-2.7%	2.7%	9.9%	-4.2%	4.1%[38.3 µM]	-0.5%[46.1 µM]
CCCCNC(=O)/C=C1\Sc2ccccc2NC1=O	5.1%	4.7%	1.8%	3.8%	-4.2%	1.0%	0.5%
COCCNC(=O)C1CC(c2ccccc2[N+](=O)[O-])=NO1 (stereo unspecified)	4.4%	-1.6%	7.5%	2.1%	-2.1%	-3.4%[38.3 µM]	-8.1%[46.1 µM]
S=C(Nc1ccccn1)Nc1ccccc1Cl	-0.8%	-3.9%	4.6%	8.2%	0.5%	6.4%	?
CCN(CC)S(=O)(=O)c1ccc(N/N=C/c2ccccc2OCC(=O)O)c([N+](=O)[O-])c1	14.3%	-0.4%	-27.1%	-21.5%	0.0%	-0.1%	-14.0%

Next part, starting with the last 2 of the part before.
SMILES	HTT aggregate	Epigenetic reg	L3MBTL1 block	CBFb RUNX1 block	KinaseGlo FLuc	IMPase Li inh	NPSR antagonist
S=C(Nc1ccccn1)Nc1ccccc1Cl	-0.8%	-3.9%	4.6%	8.2%	0.5%	6.4%	?
CCN(CC)S(=O)(=O)c1ccc(N/N=C/c2ccccc2OCC(=O)O)c([N+](=O)[O-])c1	14.3%	-0.4%	-27.1%	-21.5%	0.0%	-0.1%	-14.0%
CCc1cc2c(=O)[nH]c(-c3ccncc3)nc2s1	1.5%	0.9%	-6.9%	-0.4%	-0.6%	-1.1%	12.9%
Cc1cccc2cc3cccc(C)c3nc12	-1.7%[9.22 µM]	0.1%	·	1.7%	·	·	12.4%
CCNC(=O)CN1C(=O)NC2(CCCc3cc(OC)ccc32)C1=O (stereo unspecified)	17.3%	-2.0%	·	-2.9%	-4.6%	7.7%[38.3 µM]	2.2%[46.1 µM]
CCOC(=O)c1ccc(-n2c(CN3CCC(C(N)=O)CC3)nc3ccc([N+](=O)[O-])cc3c2=O)cc1	6.9%	-1.4%	-7.4%	-19.4%	-2.5%	19.0%	-7.4%
COCCNCCCOc1ccc(C(C)(C)c2ccccc2)cc1	6.0%	0.0%	-2.8%	4.0%	-1.8%	4.1%	17.4%
Cc1ccc(/C=C/C(=O)O)cc1S(=O)(=O)Nc1ccc(C(=O)O)cc1	16.3%[9.22 µM]	-1.4%	·	3.4%	·	·	11.9%
Cc1ccc(N2C(=O)N(CC(=O)N3CCOCC3)C(=O)C2C)cc1 (stereo unspecified)	2.2%	0.2%	·	8.0%	-0.3%	-0.6%	23.7%
NC(=O)COC(=O)/C=C/c1ccc(S(=O)(=O)N2CCCCCC2)cc1	-1.5%	-1.4%	9.1%	6.8%	0.4%	6.6%	-7.0%
COc1ccc(OC)c(NC2=NC3(CCCCC3)N=C(N)N2)c1	-8.3%	-1.1%	·	-3.6%	-0.8%	14.0%[38.3 µM]	-9.1%[46.1 µM]
Nc1nc(NC(=O)CCC(=O)O)nn1-c1ccccc1	-42.5%[9.22 µM]	-3.1%	·	3.1%	·	·	11.4%
COc1ccc(C(=O)CC(c2ccccc2)C2C(=O)CCCC2=O)cc1 (stereo unspecified)	12.1%[9.22 µM]	2.8%	·	-2.2%	2.7%	2.2%[38.3 µM]	-9.5%[46.1 µM]
C/C=C/C(=O)OCC(=O)NC(=O)NC(C)C	-31.9%	0.1%	·	0.0%	-3.2%	17.1%[38.3 µM]	-12.2%[46.1 µM]
CNC(=O)CN1C(=O)C2C3C=CC(C3)C2C1=O (stereo unspecified)	8.7%	0.0%	4.1%	4.8%	-3.0%	-2.3%	-23.8%[46.1 µM]
CCCCC(=O)NC(Nc1cc(C)ccn1)(C(=O)OCC)C(F)(F)F (stereo unspecified)	-4.4%	-2.1%	3.6%	4.2%	-2.3%	-9.4%[38.3 µM]	-6.5%[46.1 µM]
O=C(Oc1ccccc1N1C(=O)C2CCCCC2C1=O)c1ccccc1 (stereo unspecified)	14.3%	-2.3%	3.7%	1.7%	-1.7%	-4.5%[38.3 µM]	-8.9%[46.1 µM]
Nc1ccccc1Sc1cc(Cl)nnc1Cl	-18.8%[9.22 µM]	0.0%	-12.1%	-1.2%	·	·	-25.8%
Cn1c2ccccc2c2nnc(SCN3C(=O)c4ccccc4C3=O)nc21	2.5%	2.7%	3.4%	1.1%	-1.8%	4.0%[38.3 µM]	-9.7%[46.1 µM]
COc1ccccc1C(C)NC(=O)CCOc1cccc(C)c1 (stereo unspecified)	-4.3%	1.8%	·	-3.7%	1.9%	-4.2%	-7.4%
O=C(c1ccc(C(F)(F)F)cc1)N1CCC(=O)N([C@H](COCc2ccc(C(F)(F)F)cc2)Cc2ccccc2)CC1	·	-0.9%[40.7 µM]	·	2.1%	4.5%[39.9 µM]	13.3%	·
CCCc1cc(-c2n[nH]c(=S)n2-c2cccc(C)c2)cs1	7.9%[9.22 µM]	1.3%	-23.8%	-1.9%	1.0%	-0.3%	-42.9%

Some of the entries above, set out differently:
Below each compound: HTT aggregate, Epigenetic reg, L3MBTL1 block, CBFb RUNX1 block, KinaseGlo FLuc, IMPase Li inh, NPSR antagonist
> CNC(=O)CN1C(=O)C2C3C=CC(C3)C2C1=O (stereo unspecified)
 : 8.7%, 0.0%, 4.1%, 4.8%, -3.0%, -2.3%, -23.8%[46.1 µM]
> CCCCC(=O)NC(Nc1cc(C)ccn1)(C(=O)OCC)C(F)(F)F (stereo unspecified)
 : -4.4%, -2.1%, 3.6%, 4.2%, -2.3%, -9.4%[38.3 µM], -6.5%[46.1 µM]
> O=C(Oc1ccccc1N1C(=O)C2CCCCC2C1=O)c1ccccc1 (stereo unspecified)
 : 14.3%, -2.3%, 3.7%, 1.7%, -1.7%, -4.5%[38.3 µM], -8.9%[46.1 µM]
> Nc1ccccc1Sc1cc(Cl)nnc1Cl
 : -18.8%[9.22 µM], 0.0%, -12.1%, -1.2%, ·, ·, -25.8%
> Cn1c2ccccc2c2nnc(SCN3C(=O)c4ccccc4C3=O)nc21
 : 2.5%, 2.7%, 3.4%, 1.1%, -1.8%, 4.0%[38.3 µM], -9.7%[46.1 µM]
> COc1ccccc1C(C)NC(=O)CCOc1cccc(C)c1 (stereo unspecified)
 : -4.3%, 1.8%, ·, -3.7%, 1.9%, -4.2%, -7.4%

Carrying on.
SMILES	HTT aggregate	Epigenetic reg	L3MBTL1 block	CBFb RUNX1 block	KinaseGlo FLuc	IMPase Li inh	NPSR antagonist
C=CCNC(=O)c1onc(CSc2cccc(OC)c2)c1C(=O)O	4.2%	0.9%	13.2%	-1.3%	-0.4%	-2.7%[38.3 µM]	-1.7%[46.1 µM]
N#Cc1c2n(c3c(=O)[nH]cnc13)CCCC2	?	-0.2%	1.2%	1.4%	-1.2%	-9.6%[38.3 µM]	19.2%[46.1 µM]
Cc1ccc(OCC(=O)c2cc(C)n(Cc3cccs3)c2C)c([N+](=O)[O-])n1	-14.6%[9.22 µM]	-0.6%[10.1 µM]	?	-23.2%	-3.4%	15.8%	5.1%
CCOC(=O)c1ccc(N2C(=O)CC(Sc3nnc(C)s3)C2=O)cc1 (stereo unspecified)	7.2%	-1.1%	-5.1%	-4.5%	-3.0%	-15.2%[38.3 µM]	-5.6%[46.1 µM]
Cc1ccc(S(=O)(=O)N2CCC(C(=O)NCCN3CCCCCC3)CC2)cc1	16.3%	-0.8%	1.0%	4.1%	1.7%	38.3%[activator][38.3 µM]	-24.7%[46.1 µM]
COC(=O)C12CCC3(SCCS3)C(C(=O)OC)(CCC13SCCS3)C2	-1.4%	0.0%	-1.7%	4.7%	-0.8%	2.6%	-14.8%
NC(=O)c1ccc[n+]([C@@H]2O[C@H](COP(=O)([O-])OP(=O)(O)OC[C@H]3O[C@@H](n4cnc5c(N)ncnc54)[C@@H](O)[C@@H]3O)[C@@H](O)[C@@H]2O)c1	5.1%[20.6 µM]	1.0%[16.9 µM]	·	0.9%[21.7 µM]	?	-8.3%	·
CC(=O)Nc1ccc(C(=O)OCc2ccc(F)cc2Cl)cc1	-5.9%	-0.2%	34.9%[activator]	-10.6%	0.9%	-27.1%	-8.2%
Cc1ccc2oc(-c3cccc(NC(=S)NC(=O)c4cccs4)c3)nc2c1	6.1%	-0.9%	9.7%	1.4%	-0.8%	3.8%	-24.9%
CC(C)(C)c1ccc(S(=O)(=O)/C=C\C#N)cc1	·	-2.7%	·	-12.2%[21.7 µM]	1.1%	31.8%[activator]	·
Cc1ccccc1CC1(CO)CCCN(C(=O)c2ccc3ncccc3c2)C1 (stereo unspecified)	-9.6%[9.22 µM]	1.4%	3.6%	-4.0%	1.8%	15.9%	2.6%
O=C(Nc1ccncc1)c1ccc(C(=O)Nc2ccncc2)cc1	9.3%	-1.1%	?	4.0%	-3.1%	-0.7%	-24.4%
CC1C(=O)N(Cc2ccc([N+](=O)[O-])cc2)c2ccccc2N1C(=O)C1CC1 (stereo unspecified)	2.2%	-0.1%	1.2%	-15.2%	-0.7%	7.7%	-33.4%
CCOc1ccccc1NC(=O)c1ccoc1C	-3.9%	2.1%	·	1.1%	16.5%	34.5%[38.3 µM]	-3.7%[46.1 µM]
O=C(NCC1CCCO1)c1ccc(CS(=O)(=O)c2c(Cl)cccc2Cl)o1 (stereo unspecified)	-12.7%	0.2%	·	0.9%	-5.6%	-5.4%[38.3 µM]	8.9%[46.1 µM]
Cn1c(=O)cc(SCC(=O)Nc2cccnc2)c2ccccc21	19.4%	-1.1%	3.3%	3.2%	-2.4%	-14.3%[38.3 µM]	-13.4%[46.1 µM]
